NCOA1 inh: inhibits human SRC1 coactivator. inhibition, % at 3.6 µM. 0.12% of 360,000 active. Q15788. HEK293 GAL4-SRC1 luciferase reporter, luminescence;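 active means inhibition above the campaign mean plus 3 SD, with each screening campaign given its own cutoff, cut at about 60% in these data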;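 further: 0% = DMSO treated cells and 100% = gossypol at 36 µM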
NR5A2 inv ag: suppresses constitutive activity of human LRH-1; 0.13% of 360,000 active; inhibition, % at 3.6 µM; HEK293T StAR-luciferase reporter, LRH-1 transfected, 24 h; AID 602396; O00482;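 active means inhibition above the mean inhibition of all tested compounds plus 3 SD, cut at about 73% in these data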;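 further: 0% = DMSO wells and 100% = reporter-only cells lacking LRH-1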
Target sequence (O00482 whole entry, looked up): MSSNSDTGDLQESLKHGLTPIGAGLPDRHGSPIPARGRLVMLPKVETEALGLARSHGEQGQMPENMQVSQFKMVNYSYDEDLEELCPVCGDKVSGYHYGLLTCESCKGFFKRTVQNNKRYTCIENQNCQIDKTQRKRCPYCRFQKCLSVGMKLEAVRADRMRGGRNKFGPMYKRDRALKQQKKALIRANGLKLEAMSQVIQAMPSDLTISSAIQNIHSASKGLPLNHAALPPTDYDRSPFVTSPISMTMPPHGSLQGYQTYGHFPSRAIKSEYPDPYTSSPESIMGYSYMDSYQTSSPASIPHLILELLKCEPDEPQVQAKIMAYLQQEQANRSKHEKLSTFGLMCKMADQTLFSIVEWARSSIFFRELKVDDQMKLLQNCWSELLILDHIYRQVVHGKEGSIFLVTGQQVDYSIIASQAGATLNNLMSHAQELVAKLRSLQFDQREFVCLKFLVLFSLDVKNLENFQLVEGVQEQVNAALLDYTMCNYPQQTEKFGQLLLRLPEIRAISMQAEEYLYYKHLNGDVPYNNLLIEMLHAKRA
C8 TRAIL sens: sensitizes caspase-8 expressing cells to TRAIL | NB7+C8 cells + TRAIL, ATPlite viability luminescence | inhibition (viability loss, TRAIL sensitization), % at 10 µM | 1% of 360,000 active;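 active means compounds causing at least 50% loss of cell viability in the single-dose screen, relative to plate controls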
CF NFkB inh: blocks PAF-induced NF-kB reporter in cystic fibrosis cells; AID 588850; inhibition, % at 5 µM; KKLEB NF-kB-GFP reporter, GFP fluorescence overnight; 0.86% of 360,000 active;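 active means at least 50% inhibition at 5 µM, scaled per plate between neutral and stimulator controls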;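 further: PAF is a Pseudomonas aeruginosa culture filtrate used as stimulus; plate controls were PAF-stimulated DMSO wells for no effect and unstimulated DMSO wells for full effect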
KKLEB tox: reduces viability of KKLEB cystic fibrosis airway cells. KKLEB CF airway cells viability, ATPlite luminescence, overnight; active compounds read low; cells stimulated with P. aeruginosa culture filtrate. activity change (cytotoxicity), % at 5 µM. 0.36% of 360,000 active. AID 602141;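 active means corrected activity change at or below -50% at 5 µM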
TROY signal inh: TROY signaling inhibition; inhibition, % at 10 µM; 0.98% of 360,000 active; Q293 LMP1-TROYcd NF-kB luciferase reporter, 4 h;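 active means compounds whose plate-normalised and pattern-corrected inhibition of the luciferase reporter signal at the single screening dose is 50% or more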
NR2F2 inh: blocks human COUP-TFII nuclear receptor. HEK293T NGFI-A luciferase reporter, luminescence. inhibition, % at 8.6 µM. 0.7% of 370,000 active. AID 686940;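 active means inhibition above a per-plate cutoff, mean inhibition of test wells between control levels plus 3 SD, cut at about 38% in these data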;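 further: cells cotransfected with COUP-TFII expression vector driving the NGFI-A reporter; 0% = median of COUP-TF2 test wells and 100% = reporter-only cells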
Target sequence (P24468 whole entry, looked up): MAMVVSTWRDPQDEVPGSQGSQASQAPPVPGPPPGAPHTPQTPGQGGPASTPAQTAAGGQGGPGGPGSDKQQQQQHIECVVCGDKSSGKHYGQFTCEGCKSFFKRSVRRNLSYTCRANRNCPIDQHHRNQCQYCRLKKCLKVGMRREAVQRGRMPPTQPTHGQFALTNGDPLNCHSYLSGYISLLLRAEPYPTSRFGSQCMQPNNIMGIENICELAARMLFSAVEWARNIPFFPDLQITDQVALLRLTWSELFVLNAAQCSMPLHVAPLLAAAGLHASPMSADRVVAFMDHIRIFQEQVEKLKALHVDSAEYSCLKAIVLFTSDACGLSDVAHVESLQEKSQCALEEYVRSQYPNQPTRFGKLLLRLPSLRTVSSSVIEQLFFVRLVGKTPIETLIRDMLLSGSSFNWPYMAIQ
TWEAK-Fn14 inh: inhibitors of TWEAK-Fn14 interaction signaling; TWEAK-stimulated Fn14 reporter cells, luciferase luminescence, 8 h; inhibition, % at 10 µM; 2% of 360,000 active; in the data active means inhibition above about 50%
NCOA3 inh: inhibits human SRC3 coactivator; 0.17% of 360,000 active; inhibition, % at 3.6 µM; Q9Y6Q9; AID 588352; HEK293 GAL4-SRC3 luciferase reporter, luminescence;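 active means inhibition above a per-campaign cutoff, the mean of all compounds plus 3 SD, cut at about 60% in these data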;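 further: 0% = DMSO-treated cells and 100% = gossypol-treated cells at 36 µM; higher means less SRC3-driven luciferase light from the GAL4 reporter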
SRC2 inh: human SRC2 (NCOA2) inhibition | AID 651957 | HEK293 GAL4-SRC2 luciferase reporter, luminescence | Q15596 | 0.17% of 370,000 active | inhibition, % at 9 µM;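 active means inhibition above the mean inhibition of all tested compounds plus 3 SD, set per campaign, cut at about 52% in these data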;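 further: 0% = DMSO treated cells and 100% = cells given Gossypol at 36 µM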
LMP1 NFkB inh: reduces LMP1-driven NF-kappaB luciferase signal; LMP1-induced NF-kappaB luciferase reporter cells, luminescence; inhibition, % at 12.5 µM; 0.69% of 350,000 active; AID 504558; in the data active means inhibition above about 41%;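 further: 0% = neutral control wells and 100% = reference inhibitor control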
* marks the source's active call; other numbers are inactive results; . = no result given.

molecule,NCOA1 inh,NR5A2 inv ag,C8 TRAIL sens,CF NFkB inh,KKLEB tox,TROY signal inh,NR2F2 inh,TWEAK-Fn14 inh,NCOA3 inh,SRC2 inh,LMP1 NFkB inh
CN=C(NC)SC1CC(=O)N(c2ccccc2)C1=O (stereo not drawn),19,4,-10,-2,7,.,-17,9,10,-6,-2
O=C(NCC(=O)N1CCN(c2ccccc2)CC1)c1ccccc1,-30,-42,-15,-28,0,-20,-14,7,-14,-21,3
COc1ccc(NC(=O)NNc2cc(N3CCOCC3)nc(N3CCOCC3)n2)cc1,7,15,-9,8,8,-9,5,5,8,-3,9
CC(=O)Nc1ccc(Br)cc1C(=O)C(=O)O,-7,10,-2,-4,8,-17,-8,19,4,10,7
O=C(CN1CCC(O)(c2ccc3c(c2)OCO3)CC1)OC1CCCCC1,3,-11,-6,-10,12,7,4,-1,10,-7,4
COc1ccccc1N1CCN(S(=O)(=O)c2c[nH]c(=O)[nH]c2=O)CC1,-23,-19,-7,-8,15,-2,-13,-7,2,-8,-11
Cc1ccc(C)c(NC(=S)N2CCC(NC(=O)C3CCCCC3)CC2)c1,3,0,-1,2,4,7,5,37,-17,6,2
COC(=O)COc1cccc(/C=N/NC(=O)CCSc2ccccc2)c1,-3,-7,-11,11,-16,22,17,1,-22,-7,-2
CCOC(=O)c1sc2nc(C3CC3)cc(-c3ccc(OC)cc3)c2c1N,7,21,-11,8,-12,-2,2,10,5,16,-4
Cc1ccccc1-c1ccnc2[nH]n(-c3ccccc3)c(=O)c12,-6,-8,-3,-4,-4,3,-9,-3,19,3,-8
CCC(=O)Nc1ccc(NC(=O)C23CC4CC(CC(C4)C2)C3)cn1,-30,-8,-8,1,5,-14,-25,-8,-23,-45,-7
CC(C)C[C@@H](CNCC(=O)[C@H](Cc1ccccc1)NC(=O)c1[nH]cnc1C(=O)N[C@H](CN)CC(C)C)NC(=O)c1nc[nH]c1C(=O)N[C@@H](CC(=O)O)C(=O)O,-16,10,-10,-11,-11,8,-13,4,-2,15,-1
CCC(C)(C)NC(=O)CN(C(=O)CCC(=O)Nc1nccs1)c1ccc(C)cc1,12,13,17,-9,-24,-1,8,7,8,-22,9
COc1ccc(S(=O)(=O)N(C)CC(=O)N2CCCC2)cc1Cl,2,-12,-5,2,8,-10,2,3,-1,-4,-3
COc1ccc(C(C)=O)cc1COC(=O)Cn1cnc2ccccc2c1=O,-2,-3,1,0,-1,-5,9,16,-7,-6,2
COc1ccc(Cl)cc1NC(=O)c1cc(C)no1,-6,14,0,-4,3,17,-6,5,-33,-9,-16
CC1=C(C(=O)Nc2cccc(C(=O)NCc3ccc(F)cc3)c2)SCCO1,-5,13,0,-16,2,-8,-11,-16,-12,11,-4
O=C(Cc1cccc2ccccc12)N/N=C/c1ccc(F)cc1,1,3,8,3,-6,-9,2,10,-4,13,0
CC(NC(=O)C1CC=CCC1C(=O)O)C1CC2CCC1C2 (stereo not drawn),10,-7,-6,6,-5,10,13,2,5,12,4
COc1ccccc1-c1ccc([C@@H]2C[C@H]3[C@@H](CN2)CON3C)cc1,-3,-19,17,19,2,-27,-1,-16,-13,-10,-2
Nc1c(C(=O)Nc2cccc(C(=O)O)c2)sc2nc3c(cc12)CCCC3,-80,-154,82*,13,-17,-49,-41,29,-94,-38,57*
C=CCNC(=S)NC(=O)c1ccc(C)c(Br)c1,-61,-63,3,0,-6,-38,-21,-37,-69,-71,-1
CCOC(=O)c1ccccc1NC(=O)COC(=O)c1ccccc1C(=O)N(C)c1ccccc1,10,-6,18,4,2,10,4,-5,27,10,-7
COc1ccc(CCNC(=O)CCCOc2ccc(C)cc2)cc1OC,4,9,5,-11,3,-6,16,8,16,20,-2
CCN1C(=O)[C@H]2[C@@H](c3ccc(-c4ccc(C(C)=O)cc4)c(OC)c3)N3CCCC[C@@]3(C(=O)OC)[C@H]2C1=O,-14,-11,13,22,8,16,-6,0,-11,11,-12
Cc1ccc(SCC(=O)NNC(=O)CCS(=O)(=O)c2ccccc2)cc1,3,-1,-4,-22,19,7,-7,-7,-1,-14,-3
COc1ccc(-n2c(=S)[nH]c3cc(C(=O)NCCCN4CCCC4=O)ccc3c2=O)cc1,2,13,2,1,4,-3,-1,-4,17,-12,-5
O=C(COc1cc(Cl)c(Cl)cc1Cl)N1CCN(c2ccccn2)CC1,5,6,-19,1,16,-2,-1,-4,7,-15,6
COc1cc(/C=C/CNC[C@H]2O[C@@H](n3ccc(=O)[nH]c3=O)[C@H](O)[C@@H]2O)ccc1O,-6,-1,-2,6,3,-8,1,1,-1,-4,-1
Cc1ccc(S(=O)(=O)Nc2c(C(=O)O)[nH]c3ccccc23)cc1C,-23,-8,-17,-21,13,6,-9,8,5,-8,-4
Cc1ccc(S(=O)(=O)N2CCCCC2C(=O)N2CCN(c3ccccc3F)CC2)cc1 (stereo not drawn),-20,-27,-1,6,-14,-11,4,4,17,1,-12
CCOc1ccc(C(=O)NC(=S)Nc2ccccn2)cc1[N+](=O)[O-],-72,-98,31,-8,6,6,-26,-72,-64,-27,-11
Cc1nc(NC(=O)C2CC2)sc1C(=O)N1CCCCC1,10,-9,4,0,-6,8,5,-12,9,-1,-6
Cc1cc(C(C)(C)C)oc1C(=O)N(CC(=O)NC1CCCC1)Cc1ccccc1,8,-19,-12,4,8,5,3,-6,4,6,5
COc1ccc(-c2csc(Nc3ccc(S(N)(=O)=O)cc3)n2)cc1OC,5,3,-9,3,-9,16,5,13,11,-12,17
CCOC(=O)c1c(-c2ccccc2)csc1NC(=O)c1nn(CC)cc1Br,27,8,0,11,-2,11,-2,29,10,21,7
Cc1c(S(=O)(=O)N2CCCC2)c(=O)n(C)c(=O)n1C,-2,17,6,-20,21,7,-2,11,21,7,1
O=C(N/N=C/c1ccc2cccnc2c1)c1ccco1,-113,-141,61*,-5,-10,32,-35,52*,-61,-27,20
Cc1cc(C)c2nc(NC(=O)C3CC(=O)N(Cc4ccco4)C3)sc2c1 (stereo not drawn),-28,9,-8,-18,-10,5,15,12,-3,9,-5
Cc1cccc(NC(=O)CCSc2ccccc2)c1C,-11,-51,-3,-5,-14,-30,0,-26,-14,2,0

Twelve neighbouring records from above, for reference:
molecule,NCOA1 inh,NR5A2 inv ag,C8 TRAIL sens,CF NFkB inh,KKLEB tox,TROY signal inh,NR2F2 inh,TWEAK-Fn14 inh,NCOA3 inh,SRC2 inh,LMP1 NFkB inh
O=C(COc1cc(Cl)c(Cl)cc1Cl)N1CCN(c2ccccn2)CC1,5,6,-19,1,16,-2,-1,-4,7,-15,6
COc1cc(/C=C/CNC[C@H]2O[C@@H](n3ccc(=O)[nH]c3=O)[C@H](O)[C@@H]2O)ccc1O,-6,-1,-2,6,3,-8,1,1,-1,-4,-1
Cc1ccc(S(=O)(=O)Nc2c(C(=O)O)[nH]c3ccccc23)cc1C,-23,-8,-17,-21,13,6,-9,8,5,-8,-4
Cc1ccc(S(=O)(=O)N2CCCCC2C(=O)N2CCN(c3ccccc3F)CC2)cc1 (stereo not drawn),-20,-27,-1,6,-14,-11,4,4,17,1,-12
CCOc1ccc(C(=O)NC(=S)Nc2ccccn2)cc1[N+](=O)[O-],-72,-98,31,-8,6,6,-26,-72,-64,-27,-11
Cc1nc(NC(=O)C2CC2)sc1C(=O)N1CCCCC1,10,-9,4,0,-6,8,5,-12,9,-1,-6
Cc1cc(C(C)(C)C)oc1C(=O)N(CC(=O)NC1CCCC1)Cc1ccccc1,8,-19,-12,4,8,5,3,-6,4,6,5
COc1ccc(-c2csc(Nc3ccc(S(N)(=O)=O)cc3)n2)cc1OC,5,3,-9,3,-9,16,5,13,11,-12,17
CCOC(=O)c1c(-c2ccccc2)csc1NC(=O)c1nn(CC)cc1Br,27,8,0,11,-2,11,-2,29,10,21,7
Cc1c(S(=O)(=O)N2CCCC2)c(=O)n(C)c(=O)n1C,-2,17,6,-20,21,7,-2,11,21,7,1
O=C(N/N=C/c1ccc2cccnc2c1)c1ccco1,-113,-141,61*,-5,-10,32,-35,52*,-61,-27,20
Cc1cc(C)c2nc(NC(=O)C3CC(=O)N(Cc4ccco4)C3)sc2c1 (stereo not drawn),-28,9,-8,-18,-10,5,15,12,-3,9,-5

The list goes on:
molecule,NCOA1 inh,NR5A2 inv ag,C8 TRAIL sens,CF NFkB inh,KKLEB tox,TROY signal inh,NR2F2 inh,TWEAK-Fn14 inh,NCOA3 inh,SRC2 inh,LMP1 NFkB inh
COc1cccc(NC(=O)CCc2ccccc2)c1,-45,-36,-15,6,-14,-60,-23,-16,-22,-25,-11
COc1ccccc1N1CCN(/N=C\c2ccc(C)o2)CC1,-73,-56,9,3,0,-38,-28,-11,-49,-32,-6
CCN(CC)c1ccc(S(=O)(=O)N2CCCCC2)cc1NC(=O)CSCc1c(C)noc1C,-10,-22,-4,-8,10,1,-3,-3,8,-15,3
Cc1ccc(S(=O)(=O)N2CCC(=O)N([C@H](COCc3ccc(Cl)cc3Cl)Cc3ccccc3)CC2)cc1,.,3,16,.,.,-14,1,11,.,-7,.
Cn1ccnc1SCCC#N,-46,16,-6,1,-2,-26,17,0,-11,4,6
CCOC(=O)c1ccc(NC(=O)COc2cc(=O)n(CC)c3ccccc23)cc1,5,14,-6,9,9,-1,-7,-9,-4,-27,2
CC(=O)Nc1ccc(S(=O)(=O)N2CCN(CCN3CCOCC3)CC2)cc1Cl,24,23,-5,9,7,16,-5,-20,20,-33,-5
CC(=NNC(=S)N1CC2CCC(CC2)C1)c1cnccn1,77*,8,-2,0,-11,-8,-1,-10,78*,-29,66*
CCC1(CC)NC(=O)N(CC(=O)OC(C)C(=O)Nc2ccc(Cl)cn2)C1=O (stereo not drawn),-16,-11,7,-15,7,14,-20,0,0,-18,2
COc1ccccc1NC(=S)NNC(=O)c1nn(C)cc1Cl,-14,-17,-9,7,4,-37,-15,-4,1,-4,1
FC(F)(F)c1ccccc1Cc1c(-c2cccc(Cl)c2)nc2ccc(Br)cn12,-33,-48,-3,20,-2,18,-34,2,-43,-80,.
CCN1CCN(c2ccc(NC(=O)c3cc4ccccc4cc3OC)cc2C)CC1,-62,-81,18,-4,12,15,-40,-39,-45,-58,-25
O=C(Cn1c(NCCO)nc2ccccc21)N1CCN(Cc2ccccc2)CC1,-13,11,-13,4,1,13,-3,-24,-3,20,7
O=C(/C=C/c1ccccc1)NCC(=O)N/N=C/c1ccco1,-10,-3,0,2,-6,-59,-7,-4,-13,-4,10

Assay outcomes as filed in PubChem BioAssay.
